# M1 ag parental = counter-screen for M1 agonists: effect in parental CHO-K1 cells | Fluo-8 calcium fluorescence; scaled to maximal ATP response, vehicle zero | activation, % at 3 µM | hit rate 0.48% among 360,000 | AID 602248, 2012; in the data active = activation above about 15%;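 note: untransfected CHO-K1 host cells lacking M1 receptor as counterscreen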
# CHO-K1 Ca PAM = nonselective calcium activators in parental CHO-K1 cells, primary screen, counter-screen for M1 PAM project, cell-based, Fluo-8 calcium fluorescence, full deck, 1536-well; activation, % at 3 µM; ATP EC20; 0% at ATP EC20, 100% at ATP max; hit rate 0.02% among 360,000;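 active = activation above the run cutoff, the mean activation of all test compounds plus 3 SD, cut at about 40% in these data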;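 note: peak over basal fluorescence ratio in a 140 s read after ATP addition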
# CHO parental Ca = ATP-evoked calcium signal inhibitors, parental CHO, primary screen, counter-screen for OX1R antagonist project, cell-based, fluorescence, Fluo-8 calcium dye. inhibition, % at 5.6 µM. parental CHO-K1, ATP-induced calcium, Fluo-8 fluorescence. hit rate 0.63% among 330,000;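 active = inhibition above that plate's mean sample inhibition plus 3 SD, cut at about 26% in these data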;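 note: 0% = ATP-challenged DMSO wells and 100% = DMSO wells without ATP; some compounds past the cut are filed as inactive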
#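 Test system: untransfected parental CHO cell line; also added: ATP stimulus; dosing: 5.6 µM, single dose; signal: calcium-sensitive Fluo-8 fluorescence; measure: percent inhibition of ATP-evoked calcium rise, normalized to controls; benchmarks: low control ATP plus DMSO, high control DMSO only; replication: one well per compound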
# OXTR ag = human OXTR agonists, primary screen, fluorescence, CHO-OTR cells, Fluo-8 calcium. Oxytocin receptor (Homo sapiens), P30559. Fluo-8 calcium fluorescence; normalized: DMSO 0%, oxytocin 100%. activation, % at 3 µM. hit rate 0.32% among 320,000. AID 2435, 2010;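 active = activation above the mean of all tested compounds plus 3 SD, cutoff set per screening run, cut at about 20% in these data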;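 note: peak over basal fluorescence ratio from a 100 s FLIPR kinetic read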
# Target sequence (P30559 whole entry, looked up): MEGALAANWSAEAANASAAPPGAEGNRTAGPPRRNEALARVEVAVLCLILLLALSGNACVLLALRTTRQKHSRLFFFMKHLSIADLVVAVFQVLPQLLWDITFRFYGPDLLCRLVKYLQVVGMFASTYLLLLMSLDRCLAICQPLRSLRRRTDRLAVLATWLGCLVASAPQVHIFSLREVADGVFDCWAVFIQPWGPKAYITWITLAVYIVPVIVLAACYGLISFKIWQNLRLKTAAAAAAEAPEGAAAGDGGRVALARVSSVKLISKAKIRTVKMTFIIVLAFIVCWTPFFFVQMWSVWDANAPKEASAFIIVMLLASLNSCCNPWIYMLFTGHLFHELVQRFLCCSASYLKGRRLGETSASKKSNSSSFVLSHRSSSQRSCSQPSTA
# GPR7 antagonist = GPR7 receptor antagonists, primary screen, cell-based, fluorescence, single concentration | Neuropeptides B/W receptor type 1 (Homo sapiens), P48145 | inhibition, % at 4.4 µM | hit rate 1.1% among 290,000 | AID 1861, 2009 | GPR7-expressing cells, fluorescence antagonist assay; in the data active = inhibition above about 16%, passing the limit was not always enough;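 note: cells stimulated with the agonist NPW; 0% = agonist with vehicle and 100% = vehicle without agonist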
# Target sequence (P48145 whole entry, looked up): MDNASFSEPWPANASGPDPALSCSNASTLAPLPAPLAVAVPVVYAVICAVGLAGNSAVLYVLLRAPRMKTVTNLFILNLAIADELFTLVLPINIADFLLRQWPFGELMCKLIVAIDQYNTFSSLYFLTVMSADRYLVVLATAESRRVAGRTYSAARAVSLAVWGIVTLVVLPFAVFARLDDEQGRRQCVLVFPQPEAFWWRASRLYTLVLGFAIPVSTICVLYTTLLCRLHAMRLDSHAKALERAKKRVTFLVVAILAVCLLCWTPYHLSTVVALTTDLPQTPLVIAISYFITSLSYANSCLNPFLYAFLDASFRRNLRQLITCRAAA
# OXTR potentiator = human OXTR potentiators, primary screen, fluorescence, CHO-OTR cells, Fluo-8 calcium; hit rate 0.061% among 320,000; Fluo-8 calcium fluorescence, potentiator mode; 0% = oxytocin EC15, 100% = EC100; activation, % at 3 µM;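 active = activation above that plate's cutoff, the mean activation of tested compounds plus 3 SD, cut at about 6.6% in these data, passing the limit was not always enough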;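 note: 100% uses oxytocin at 75 nM as the full agonist control; some results filed as inactive read as strong as hits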
#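 Measured by – Fluo-8 calcium dye fluorescence · Test system – human OTR in CHO cells · Dosing – one concentration, 3.0 µM compound · Controls – EC15 oxytocin alone as 0%, 75 nM oxytocin as 100% · Evaluation – normalized max/min fluorescence ratio, % activation · Timing – 6 min pre-incubation, 100 s read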
# CHO-K1 Ca antag = nonselective inhibitor or artifact in parental CHO-K1 cells; inhibition, % at 3 µM; hit rate 0.6% among 360,000; AID 602250; ATP-induced calcium, Fluo-8 fluorescence;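 active = inhibition above a per-plate cutoff, the plate's mean sample inhibition plus 3 SD, cut at about 24% in these data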;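 note: 0% = DMSO plus EC80 ATP and 100% = DMSO alone without ATP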
# TAAR1 antag = human TAAR1 antagonists, primary screen, Fluo-8 calcium fluorescence, CHO RD-HGA16 cells; Trace amine-associated receptor 1 (Homo sapiens), Q96RJ0; antagonist; inhibition, % at 3 µM; hit rate 1.5% among 360,000;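 active = inhibition above a per-plate cutoff, the mean inhibition of test compounds on that plate plus 3 SD, cut at about 49% in these data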;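 note: 0% = DMSO plus EC80 beta-PEA response and 100% = DMSO alone without agonist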
# Target sequence (Q96RJ0 whole entry, looked up): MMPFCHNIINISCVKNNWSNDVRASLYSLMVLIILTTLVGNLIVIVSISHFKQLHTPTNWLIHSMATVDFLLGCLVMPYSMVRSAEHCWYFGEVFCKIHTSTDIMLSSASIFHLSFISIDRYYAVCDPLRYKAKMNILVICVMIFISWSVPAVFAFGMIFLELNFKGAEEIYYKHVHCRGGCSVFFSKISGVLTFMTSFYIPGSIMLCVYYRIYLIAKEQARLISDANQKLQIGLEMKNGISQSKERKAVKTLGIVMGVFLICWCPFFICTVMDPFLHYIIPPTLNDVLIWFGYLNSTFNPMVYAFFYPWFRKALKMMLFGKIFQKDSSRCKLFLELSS
#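 Assay system: CHO-derived RD-HGA16 cells stably expressing human TAAR1 plus Gα16. Timing: 140 s kinetic read after compound, 140 s after agonist. Technique: kinetic Fluo-8 calcium fluorescence measurement. Measure: % inhibition of agonist calcium response.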
# V1R ag counter = agonists of human V1a receptor, primary screen, counter-screen for OXTR agonist project, fluorescence, CHO-V1R cells; Vasopressin V1a receptor (Homo sapiens), P37288; Fluo-8 calcium fluorescence, agonist mode; 0% DMSO, 100% 3 nM vasopressin; activation, % at 3 µM; hit rate 0.25% among 320,000; AID 2797, 2010;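 active = activation above the mean activation of all tested compounds plus 3 SD, per screening run, cut at about 20% in these data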;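 note: signal is peak over basal fluorescence ratio across a 100 second FLIPR read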
# Starred values were filed as active, the others as inactive; . = no result given. Compounds were not picked by outcome; about 3.5% have a hit in one of these screens.
SMILES,M1 ag parental,CHO-K1 Ca PAM,CHO parental Ca,OXTR ag,GPR7 antagonist,OXTR potentiator,CHO-K1 Ca antag,TAAR1 antag,V1R ag counter
CC1CCCN(c2ccc(C(=O)NCCc3ccccc3)cn2)C1 (stereo unspecified),0.1,9.1,-21.2,-1.6,7.5,-1.1,-14.8,23.1,-1.0
COc1cccc2[nH]c3c(N4CCCC(C)C4)ncnc3c12 (stereo unspecified),1.5,3.3,-26.7,3.0,7.8,-9.2,-9.7,6.1,3.4
Cc1ccc(C(=O)NCC(=O)NCCSc2ccc(Br)cc2)cc1,0.2,17.5,-27.3,-2.1,.,-3.2,-11.3,-34.1,-1.5
Cc1ccc(C(C)(O)CS(=O)(=O)Cc2ccccc2)cc1 (stereo unspecified),0.2,4.8,-13.2,-0.5,-6.6,-0.7,0.1,-1.0,-0.7
O=C(CSCc1ccco1)c1cccs1,0.2,15.6,-6.7,-1.4,-9.2,-10.3,-13.8,-16.3,0.0
Cc1ccsc1-c1n[nH]c(=S)n1CC(C)C,1.4,24.1,-13.2,-0.9,-4.0,-8.3,-0.4,-11.9,0.6
O=C(CCc1ccc(S(=O)(=O)N2CCOCC2)cc1)N/N=C/c1ccc(O)c(O)c1O,-0.5,17.1,-1.7,-1.9,-5.7,-5.3,-5.4,-14.2,-0.1
CCOC(=O)C(Cc1c[nH]c2cc([N+](=O)[O-])ccc12)(NC(C)=O)C(=O)OCC,0.0,22.2,.,.,.,.,-12.2,-8.8,.
CCCNc1nc(N2CCOCC2)nc(N2CCOCC2)n1,4.8,19.5,-4.5,-0.7,-10.2,-1.0,-16.8,17.0,1.4
Cc1c(C(=O)N2CCCCC2)c(S(=O)(=O)N2CCN(c3ccc(Cl)cc3)CC2)c(C)n1C,0.2,10.3,-7.0,-0.3,-6.5,-10.8,-17.8,-7.2,-1.0
CCOCCCNC(=O)CSc1nnc(-c2ccc(S(=O)(=O)N3CCCC3)cc2)n1C,0.3,-4.5,0.7,0.2,4.8,-9.7,-2.2,0.6,-0.4
Cc1cc(=O)oc2c3c(cc(OCC(=O)NCC(=O)O)c12)OC(C)(C)CC3,1.1,13.5,-5.1,6.5,-12.0,2.3,-10.6,-0.5,0.7
CN(Cc1ccccc1Cl)C(=O)C1CC(=O)N(c2ccc3c(c2)OCCO3)C1 (stereo unspecified),2.8,2.4,.,.,.,.,0.6,23.0,.
C[C@@H](NC(=O)[C@@H]1Cc2ccccc2CN1)C(=O)NC1CCCCC1,0.9,13.2,-12.7,0.4,-16.7,-1.7,-0.1,-6.1,-0.2
COC(=O)c1ccc(C2=NOC(C)(c3sc(-c4ccc(Cl)cc4)nc3C)C2)cc1 (stereo unspecified),0.5,-10.2,-10.7,-0.4,.,2.9,-12.1,10.2,0.1
Cc1ccc(Cl)cc1NC(=O)CNCC(c1ccccc1)N(C)C (stereo unspecified),2.5,-4.0,-21.4,1.9,-1.3,-8.2,-16.6,-11.0,2.4
CCCCCCCN(c1ccccc1)[C@@H]1C[C@H]2CCCC(=O)N3CC[C@@H](C1)[C@@H]23,-0.5,9.1,.,.,.,.,-14.3,19.6,.
Cc1ccc(NC(=O)CN(C2=NC3CS(=O)(=O)CC3S2)c2ccccc2)cc1 (stereo unspecified),2.0,14.6,.,.,.,.,-8.9,-14.1,.
CCCN(CCC)Cc1c(C(=O)N/N=C/c2ccoc2)nnn1-c1nonc1N,0.4,5.9,-10.4,-0.6,0.3,-3.6,-16.9,-12.2,-0.9
CC(C)(C)NC(=O)C12CC3CC(CC(Cl)(C3)C1)C2,0.2,8.4,-1.4,-1.5,2.7,-1.0,-0.6,-8.6,0.1
CC(C)C(NC(=O)COc1ccc2ccccc2c1)C(=O)N/N=C/C=C/c1ccccc1 (stereo unspecified),0.3,25.5,4.0,-0.5,1.4,-9.2,-12.1,-3.0,-0.3
CCOc1ccc(Cc2nnc(SCC(=O)Nc3ccccc3)n(N)c2=O)cc1,0.0,10.1,-24.4,-2.5,.,1.3,-3.2,-15.6,-0.6
Cc1cccc(C)c1OCc1cc(C(=O)N(C)Cc2cc(C3CC3)n[nH]2)no1,0.5,10.2,-0.5,0.6,-1.5,-16.5,16.0,-13.1,2.2
Cc1ccccc1-c1nc(C#N)c(N2CCC(C)CC2)o1,-1.1,6.8,-5.8,-1.6,-5.4,-12.6,-10.1,6.9,0.3
O=C(CN1CCCC1)Nc1ccc2c(c1)CCC2,0.5,10.1,-8.5,-1.3,-12.4,-1.2,-13.8,-7.0,0.9
# (next part)
SMILES,M1 ag parental,CHO-K1 Ca PAM,CHO parental Ca,OXTR ag,GPR7 antagonist,OXTR potentiator,CHO-K1 Ca antag,TAAR1 antag,V1R ag counter
COCC(C)NC(=O)c1noc2c1CCc1cc(OC)ccc1-2 (stereo unspecified),2.2,14.3,0.6,-0.5,10.3,-3.4,-9.2,12.6,1.5
O=C(O)COc1ccc(NC(=O)c2ccc3c(c2)C(=O)N(CC2CCCO2)C3=O)cc1 (stereo unspecified),0.7,14.8,.,.,.,.,-15.2,-9.1,.
Cc1cccc(OCCCC(=O)Nc2ccc(S(=O)(=O)Nc3nccs3)cc2)c1C,0.6,1.5,-13.5,0.0,-13.8,-0.9,-5.1,-11.9,-0.7
CC(=O)c1ccc(NC(=O)CSc2nnc(Cn3cnc4ccccc43)o2)cc1,1.0,12.8,-1.7,0.2,1.6,-0.2,-13.7,-4.9,0.9
COc1ccc(S(=O)(=O)N2CCCOC2CNC(=O)C(=O)NCc2ccccn2)cc1 (stereo unspecified),0.2,-7.3,-0.5,-1.0,3.2,1.4,-4.6,-18.4,0.4
COc1ccc(-c2cc(C(=O)O)[nH]n2)cc1OC,0.0,13.6,0.5,0.2,3.4,2.0,-2.4,-9.3,0.0
O=S(=O)(Cc1ccc(Cl)cc1Cl)c1ccc(Cl)cc1,-0.6,18.6,.,.,.,.,-13.5,8.2,.
CCOc1cc(/C=C2/NC(=O)N(CC(=O)Nc3cccc(C)c3)C2=O)ccc1OCC(N)=O,-0.3,-0.3,-3.2,0.2,-5.0,-5.6,3.9,13.0,0.6
Cn1ncc(Br)c1C(=O)N1CCc2ccccc21,0.1,-0.3,-3.6,0.5,0.4,2.3,-0.1,15.5,0.0
CCc1cccc(CC)c1NC(=O)CSc1nnc(C2CC2)n1C,1.4,4.6,-12.7,0.1,-1.4,-9.4,-17.4,-8.9,2.1
Cc1cc(NS(=O)(=O)c2ccc(NC(=O)c3ccccc3C)cc2)no1,0.9,18.0,1.3,1.0,-3.5,-3.6,-0.7,-15.8,0.4
Cc1cc(NC(=O)CN2CCN(c3ccc(O)cc3)CC2)no1,0.1,-1.2,2.0,-0.2,-0.3,-8.0,1.5,-5.0,-0.8
Cc1ccsc1C(=O)OCC(=O)Nc1ccc(Cl)cn1,4.8,4.9,-11.6,-0.7,.,-3.9,4.6,2.9,-0.6
CCN1C(=O)/C(=C\N2CCN(C(=O)c3ccco3)CC2)SC1=S,1.2,0.2,-22.7,0.8,-3.1,0.0,1.0,8.1,0.7
Cc1ccc(-n2nc(C(N)=O)nc2-c2ccccc2)cc1,0.0,-4.4,-4.1,-0.6,-7.5,-13.4,7.8,-1.4,-0.7
COCC(C)NC(=O)c1cc(OC)cc(OC)c1 (stereo unspecified),0.5,-10.5,15.3,2.8,0.5,-19.5,-11.1,3.1,0.2
CSc1nc(N)cc(=O)[nH]1,-0.1,-15.7,-3.4,2.0,-19.7,-1.4,13.7,-17.4,0.5
Cc1cc(C)n(-c2cc(O)c(-n3nc(C)cc3C)cc2O)n1,0.4,28.5,0.8,0.2,8.0,-3.1,-10.2,-0.8,0.7
CC1(C)Nc2ccccc2N(CC(=O)N2CCCCC2)C1=O,0.4,20.3,-4.2,0.4,-5.8,-7.3,-14.1,4.3,-0.2
O=C(CSc1nc2ccccc2o1)Nc1ccccc1N1CCCCCC1,1.4,13.6,-38.3,-1.3,-9.1,-4.9,-5.6,-10.3,-0.7
CC[C@@]1(C(=O)OC)N[C@H](CN(C)C(=O)Nc2ccc(F)cc2)[C@@H]2C(=O)N(C)C(=O)[C@@H]21,0.0,-5.9,-2.9,0.2,.,-2.2,-3.0,-6.3,1.1
COc1ccccc1OCC(=O)Nc1cccc(C(=O)N2CCOCC2)c1,0.7,8.0,-10.6,1.1,-13.7,0.0,-4.3,-4.2,0.2
COCCn1c(N)c(Sc2ccccc2)c(=O)[nH]c1=O,0.6,1.0,1.5,-0.4,-4.3,-7.0,-7.8,-24.5,0.6
CC(=O)N1CCN(C(=O)c2[nH]c(C(F)(F)F)nc2-c2ccccc2)CC1,1.1,8.3,.,.,.,.,-9.7,3.2,.
N/C(=N\OC(=O)/C=C/c1ccccc1)c1ccc(Br)cc1,-0.2,-14.7,0.0,-1.4,-4.3,-6.9,24.5*,18.1,0.1
CC(NC(=O)CNC(=O)C1CCCCC1)c1cccc(Cl)c1 (stereo unspecified),2.2,-4.5,-5.1,-0.8,-9.5,-0.9,-11.7,-18.1,-0.1
CCN(CC)S(=O)(=O)c1ccc2c(c1)[nH]c(=S)n2CC,0.9,-8.4,-1.2,4.0,-8.8,-14.7,2.3,31.3,2.6
O=C(c1noc2c1CCCC2)N1CCc2ccccc2C1,2.8,12.0,-5.2,-0.1,-7.0,-7.8,-10.7,-15.4,-0.3
O=C(Nc1ccccc1)c1ccccc1N=Cc1cccc(O)c1,-0.2,-10.3,-15.6,-1.2,-8.8,-1.5,20.9,-2.3,-0.3

# Individual results from above.
# For CHO-K1 Ca PAM, Cn1ncc(Br)c1C(=O)N1CCc2ccccc21 is listed with -0.3
# For OXTR potentiator, COc1ccccc1OCC(=O)Nc1cccc(C(=O)N2CCOCC2)c1 is listed with 0.0

# Entries of single compounds, looked up by structure:
# `O=C(Nc1ccccc1)c1ccccc1N=Cc1cccc(O)c1` across the screens: M1 ag parental = -0.2; CHO-K1 Ca PAM = -10.3; CHO parental Ca = -15.6; OXTR ag = -1.2; GPR7 antagonist = -8.8; OXTR potentiator = -1.5; CHO-K1 Ca antag = 20.9; TAAR1 antag = -2.3; V1R ag counter = -0.3
# `CCN(CC)S(=O)(=O)c1ccc2c(c1)[nH]c(=S)n2CC` across the screens: M1 ag parental = 0.9; CHO-K1 Ca PAM = -8.4; CHO parental Ca = -1.2; OXTR ag = 4.0; GPR7 antagonist = -8.8; OXTR potentiator = -14.7; CHO-K1 Ca antag = 2.3; TAAR1 antag = 31.3; V1R ag counter = 2.6

# From PubChem BioAssay
